High-throughput results (PubChem)
miR-122 sensor: inhibitors of miR-122 in Huh7 cells; actives 0.3% (n = 340,000); Huh7 miR-122 Renilla luciferase sensor, 48 h; neutral wells = 0, positive control = 100; activation (reporter increase), % at 12.5 µM;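 active = mean replicate activation score at least 90 and every replicate individually at or above 90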;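 note: higher luciferase means less miR-122 activity so hits act as miR-122 inhibitors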
CFTR F508del cor: correctors of CFTR F508del function in bronchial epithelial cells. CFBE cells, YFP halide quenching; stimulated with forskolin plus potentiator P3; % fluorescence drop versus neutral controls. activity (quench increase), % at 7.58 µM. actives 0.36% (n = 350,000). AID 720511;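 active = mean added fluorescence quench of at least 8% versus neutral control, with both replicates also reaching 8%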;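 note: cells transiently co-express mutant CFTR-F508del with the halide-sensitive YFP; corrector assay measuring rescue of mutant channel to the surface after 24 h compound exposure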
FN deposit inh: fibronectin deposition inhibition. AH1F fibroblasts, Alexa488-fibronectin deposition fluorescence, overnight. inhibition, % at 12.6 µM. actives 0.086% (n = 350,000);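 active = mean inhibition across replicates of 30% or more, regardless of how many single replicates reach that level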;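 note: positive control wells lacked labelled fibronectin entirely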
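material = AH1F fibroblast monolayer depositing Alexa488-labelled fibronectin into matrix | amount = 10000 AH1F cells/well | buffer or medium = DMEM plus 2% serum, read in PBS | incubation = 1 h cell adhesion before compound, then overnight fibronectin incubation | detection = fluorescence at 485 nm excitation, 525 nm emission | evaluation = percent inhibition as loss of matrix-bound fibronectin fluorescence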
PglD inh: PglD (C. jejuni) enzyme inhibition; purified PglD enzyme, DTNB colorimetric CoA detection; inhibition, % at 12.5 µM; actives 0.098% (n = 360,000); in the data active = inhibition above about 16%, passing the limit was not always enough; note: strong numbers were not always called active
Statin myotox sup: suppressors of simvastatin-induced myotoxicity in C2C12 myotubes | ATP luminescence, 48 h; scaled: DMSO 0, geranylgeraniol control 100 | rescue of ATP level, % at 7.49 µM | actives 0.78% (n = 330,000) | AID 602340;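 active = mean ATP rescue above about 67%, or every replicate alone reaching that limit, limit read from the data, passing the limit was not always enough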;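 note: myotubes were challenged with 10 µM simvastatin during compound exposure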
Cneo AK release: Cryptococcus neoformans lysis via adenylate kinase release; actives 0.2% (n = 360,000); C. neoformans lysis, adenylate kinase release luminescence, 4 h; normalised: neutral wells 0, clomiphene wells 100; lysis activity, % at 15 µM;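 active = mean lysis activity across replicates of at least 80%, whatever share of replicates individually reach that level; inactive = mean lysis activity below 80%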
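read-out = cell lysis signal | test system = log-phase Cryptococcus neoformans yeast cells | input = cells at 5 × 10^6 per mL | medium = fresh YPD growth medium | signal = luminescent adenylate kinase detection reagent | timing = 4 h at 37 °C static, read 1 h later | dosing = single dose | controls = Clomiphene as positive lysis control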
PGC1a acetyl inh: modulators of PGC1a acetylation | U2OS PGC1a acetylation, AlphaScreen anti-acetyl-lysine; with virally co-expressed GCN5 acetyltransferase | actives 0.17% (n = 350,000) | AID 651687 | inhibition, % at 15.6 µM;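 active = every replicate shows inhibition of at least 40%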;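 note: 0% = neutral control wells and 100% = positive control wells; some results beyond the cut were filed as inactive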
GSIS activator: primary screen for activators of insulin secretion dependent on glucose, INS-1E cells, GLuc reporter luminescence | INS-1E GLuc reporter insulin secretion, 2-3 h | activation, % at 16.6 µM | actives 0.61% (n = 370,000);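 active = lowest replicate activation of at least 40%, so every replicate reaches that level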;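 note: 0% = median of neutral control wells and 100% = median of IBMX positive control wells; some compounds called inactive have numbers as strong as hits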
Starred values were filed as active, the others as inactive; . = no result given. A portion of the library, so the mix of outcomes need not match the whole.

SMILES	miR-122 sensor	CFTR F508del cor	FN deposit inh	PglD inh	Statin myotox sup	Cneo AK release	PGC1a acetyl inh	GSIS activator
C=CCNC(=O)[C@@H]1[C@H]2C(=O)O[C@H](c3ccccc3)[C@H](c3ccccc3)N2[C@H](c2ccccc2OCCO)[C@@]12C(=O)N(C(=O)OCCOC)c1ccc(C#CCC(C(=O)OC)C(=O)OC)cc12	.	-2.5	.	4	.	-4	.	.
CCO[C@H]1OC(C(=O)N2CCCC2)=C[C@@H](c2ccc(C(F)(F)F)cc2)[C@@H]1CCCO	.	-0.2	.	1	.	.	-6	.
C=CCNC(=O)[C@H]1[C@@H]2C(=O)O[C@@H](c3ccccc3)[C@@H](c3ccccc3)N2[C@@H](c2ccc(O)cc2)[C@]12C(=O)Nc1ccc(C#CCCO)cc12	.	1.7	.	-2	.	.	-2	.
COC(=O)[C@@]1(CCS(=O)(=O)c2ccccc2)N=C(c2ccc(OCCCO)cc2)O[C@H]1c1ccccc1CN=[N+]=[N-]	.	3.0	.	-1	.	.	-20	.
CCn1c(=O)c2ccccc2n(Cc2ccccc2C)c1=O	.	.	6	.	18	-1	.	.
CCOC(=O)N1CCC(Nc2c(NCCCN3CCN(CC)CC3)c(=O)c2=O)CC1	-1	.	7	.	.	.	-2	.
O=C(CSc1nc2ccccc2o1)Nc1ccc(N2CCOCC2)c(Cl)c1	-5	.	-4	.	.	.	11	.
C=CCC(C)(NCc1ccccc1)c1ccco1 (centres undefined)	-1	.	0	.	.	.	1	.
Cc1ccc2nc(N3CCN(c4cccc(C)c4C)CC3)c3nnnn3c2c1	0	.	2	.	.	.	3	.
Cn1cccc1C(=O)OCc1csc(-c2ccccc2)n1	6	.	3	.	.	.	-2	.
COc1ccc(Nc2nc(NCCO)nc(OC)n2)cc1	43	.	-4	.	.	.	-7	.
FC(F)(F)c1nnc2sc(-c3ccccn3)nn12	0	.	27	.	.	.	-7	.
CCOc1cccc(N2C(=O)CC(N3CCN(c4nc5ccccc5s4)CC3)C2=O)c1 (centres undefined)	-2	.	1	.	.	.	-1	.
COc1ccc(N2C(=O)C(Cl)=C(N3CCCC3)C2=O)cc1	-2	.	-2	.	.	.	-4	.
COC(CNC(=O)Cn1ncc2ccsc2c1=O)OC	-3	.	-3	.	.	.	-7	.
CC(C)(C)c1ccccc1OCCOCCSc1ncccn1	-3	.	-3	.	.	.	-11	.
COc1cc2c(cc1OC)C(C(=O)N1CCCC1)C(c1ccccc1F)N(C)C2=O (centres undefined)	-7	.	-3	.	.	.	6	.
N#CCSc1nc2scc(-c3cccs3)c2c(=O)n1CCc1ccccc1	2	.	-2	.	.	.	0	.
CS(=O)(=O)N(CC(=O)NCc1ccc2c(c1)OCO2)c1ccccc1	-4	.	3	.	.	.	-2	.
CCn1ncc(C2=NOC(C(=O)NCC(C)C)C2)c1C (centres undefined)	-7	.	3	.	.	.	-9	.
CCOc1ccc(OCCCN(C)C)cc1	5	.	-12	.	.	.	8	.
Cc1cnc(C(=O)Nc2nnc(C)s2)cn1	-3	.	7	.	.	.	0	.
CC1CCN(CCc2nc3cc(NS(=O)(=O)c4ccccc4)ccc3n2C)CC1	9	.	0	.	.	.	8	.
CC(NC(=O)Cn1cnnn1)C12CC3CC(CC(C3)C1)C2 (centres undefined)	5	.	-7	.	.	.	-9	.
NC(=O)c1c(NC(=O)c2ccccc2)sc2c1CCc1ccccc1-2	7	.	-1	.	.	.	14	.
COc1cccc(CNC(=O)c2ccc(S(=O)(=O)N3CCCC3)cc2)c1	2	.	2	.	.	.	-9	.
CCOc1cc2[nH]c(=O)n(CC3CCC(C(=O)NCCCOC)CC3)c(=O)c2cc1OCC (centres undefined)	-4	.	-7	.	.	.	-14	.
CC1CCN(c2nc(-c3ccc(F)cc3)cc(C(F)(F)F)n2)CC1	2	.	-1	.	.	.	4	.
COCCN(C(=O)c1ccco1)c1nnc(-c2ccc(OC)cc2)s1	2	.	-7	.	.	.	-12	.
COc1ccc2c(c1O)Cc1ccccc1C2=O	.	.	0	7	.	4	.	.
COc1ccc(Cl)cc1NC(=O)NNC(=O)C(=O)Nc1ccc(F)cc1	.	.	8	-1	.	1	.	.
O=c1nc2n(c3c1oc1ccccc13)Cc1ccccc1-2	.	.	9	1	.	-4	.	.
Cc1nnc(Cc2ccccc2)c2n[nH]c(C)c12	.	.	4	-2	.	3	.	.
Cn1nc(-c2ccc(Cl)cc2)nc2c(=O)n(C)c(=O)nc1-2	.	.	12	-5	.	-15	.	.
COc1ccc(O)c(N)c1	.	.	-4	1	.	1	.	.
Cc1ccccc1/C=N/Nc1ccnc2cc(Cl)ccc12	.	.	-3	1	.	-2	.	.
CC(CC(=O)c1ccccc1)=NCC(O)CN=C(C)CC(=O)c1ccccc1 (centres undefined)	.	.	-3	-3	.	-1	.	.
C=CCn1c(=O)/c(=C\c2ccccn2)s/c1=C(/C#N)C(=O)NCC1CCCO1 (centres undefined)	.	.	.	.	0	.	4	0
Cc1cc2nc(-c3ccc(NC(=O)C(C)C)cc3)oc2cc1C	3	.	.	.	.	.	7	30
CC1(C)CC(=O)C2=C(C1)N(c1ccccc1C#N)C(N)=C(C#N)C2c1cccs1 (centres undefined)	8	.	.	.	.	.	-11	-27
COc1cc(C)c(S(=O)(=O)NCc2cccs2)cc1C	65	.	.	.	.	.	16	33
COc1ccc(Cl)c(Cn2c(NCc3ccco3)nc3c2c(=O)n(C)c(=O)n3C)c1	-1	.	.	.	.	.	-15	-10
COc1cc(C2C(C#N)=C(N)N(Nc3ccccc3)C3=C2C(=O)CC(C)(C)C3)ccc1OCc1cccc(F)c1 (centres undefined)	-6	.	.	.	.	.	-10	-28
CCOC(=O)c1c(C)[nH]c(C(=O)OCC(=O)N(C)C2CCS(=O)(=O)C2)c1C (centres undefined)	-2	.	.	.	.	.	8	11
COc1ccc2oc(=O)cc(C)c2c1	-5	.	.	.	.	.	-5	13
Cc1ccc(OC(C)c2nnc(N)s2)cc1Cl (centres undefined)	0	.	.	.	.	.	18	-3
CCCOP(=O)(OCCC)c1c([N+](=O)[O-])cc(C(F)(F)F)cc1[N+](=O)[O-]	-4	.	.	.	.	.	-22	1
CCOc1ccc(-c2nc(=S)[nH][nH]2)cc1	-1	.	.	.	.	.	23	-5
Cc1nn(Cc2ccccc2)c2sc(C(=O)N3CCN(Cc4ccc5c(c4)OCO5)CC3)cc12	-14	.	.	.	.	.	10	-45
CCC(=O)Nc1nc(=S)ss1	-3	.	.	.	.	.	-2	20

Carrying on.
SMILES	miR-122 sensor	CFTR F508del cor	FN deposit inh	PglD inh	Statin myotox sup	Cneo AK release	PGC1a acetyl inh	GSIS activator
Cc1nn(CCc2n[nH]c(=S)n2-c2ccc(F)cc2)c(C)c1[N+](=O)[O-]	-1	.	.	.	.	.	6	8
Cc1ccc(N2C(N)=C(C#N)C3(C(=O)N(C)c4ccccc43)C3=C2CC(C)(C)CC3=O)cc1Cl (centres undefined)	-5	.	.	.	.	.	8	1
COc1ccc(C)cc1-n1nnnc1SCC1CCCO1 (centres undefined)	12	.	.	.	.	.	4	5
c1ccc(-c2cc3c(N4CCCCC4)ncnc3s2)cc1	0	.	.	.	.	.	-18	3
COc1ccc(-n2cnnc2SCC(=O)Nc2cc(C(C)(C)C)nn2-c2ccccc2)cc1	0	.	.	.	.	.	17	-14
Cc1ccc2nc(SCC(=O)N3CCOCC3)[nH]c2c1	-1	.	.	.	.	.	12	22
CCN(CC)S(=O)(=O)c1ccc2c(c1)nc(SC(C)C(N)=O)n2-c1ccc(OC)cc1 (centres undefined)	0	.	.	.	.	.	-33	-21
C#CCN(Cc1ccco1)C(=O)c1cc(COc2ccc(F)cc2Cl)on1	-3	.	.	.	.	.	-17	-46
Fc1cccc(Oc2nc3ccccc3n3cccc23)c1	2	.	.	.	.	.	-15	-17
Cc1cccc(C(=O)O/N=C(\N)c2ccc(Br)cc2)c1	2	.	.	.	.	.	13	9
CC(C)Cc1nc2n[nH]c(N)c2c2c1COC(C)(C)C2	-6	.	.	.	.	.	4	80*
O=c1cc(Cl)[nH]c(=O)n1CCNc1ncc(C(F)(F)F)cc1Cl	-1	.	.	.	.	.	-7	3
OCC1(Cc2ccc(Cl)cc2)CCN(CCCc2ccccc2)CC1	2	.	.	.	.	.	-1	-25
Cc1cc(C)n2nc(Cc3ccccc3)nc2n1	-3	.	.	.	.	.	-15	6
Cc1cccc(NC(=O)CCOc2ccccc2)c1	0	.	.	.	.	.	2	8
O=S1(=O)N=C(N/N=C/c2ccc(Br)o2)c2ccccc21	-3	.	.	.	.	.	1	-2
COc1ccc(-n2nc(C(=O)Nc3ccc4c(c3)OCO4)c3ccccc3c2=O)cc1	-10	.	.	.	.	.	2	9
C/C(N)=C(/C#N)C(=O)COC(=O)CC1CCCC1	7	.	.	.	.	.	35	0
CN1CCN(S(=O)(=O)c2ccc(NC(=S)NC(=O)c3ccc(Cl)cc3)cc2)CC1	8	.	.	.	.	.	12	2
O=[N+]([O-])c1ccc(CN2CCN(Cc3c[nH]c4ccccc34)CC2)cc1	7	.	.	.	.	.	-13	-8

Some of these compounds in order of heavy-atom count, descending.
SMILES	miR-122 sensor	CFTR F508del cor	FN deposit inh	PglD inh	Statin myotox sup	Cneo AK release	PGC1a acetyl inh	GSIS activator
COc1ccc(-n2nc(C(=O)Nc3ccc4c(c3)OCO4)c3ccccc3c2=O)cc1	-10	.	.	.	.	.	2	9
CN1CCN(S(=O)(=O)c2ccc(NC(=S)NC(=O)c3ccc(Cl)cc3)cc2)CC1	8	.	.	.	.	.	12	2
O=c1cc(Cl)[nH]c(=O)n1CCNc1ncc(C(F)(F)F)cc1Cl	-1	.	.	.	.	.	-7	3
O=S1(=O)N=C(N/N=C/c2ccc(Br)o2)c2ccccc21	-3	.	.	.	.	.	1	-2
C/C(N)=C(/C#N)C(=O)COC(=O)CC1CCCC1	7	.	.	.	.	.	35	0

More results
SMILES	miR-122 sensor	CFTR F508del cor	FN deposit inh	PglD inh	Statin myotox sup	Cneo AK release	PGC1a acetyl inh	GSIS activator
CCCC(C)NC(=O)COC(=O)c1ccc(Cl)c(S(N)(=O)=O)c1 (centres undefined)	0	.	.	.	.	.	11	1
COc1ccc(/C=C(\C#N)C(=O)C(C)(C)n2cncn2)cc1	1	.	.	.	.	.	-1	5
Cc1cccc(C(=O)O/N=C(\N)Cc2ccc([N+](=O)[O-])cc2)c1	-6	.	.	.	.	.	14	-6
NC(=O)C1CNc2ccccc2O1 (centres undefined)	4	.	.	.	.	.	18	-6
CCN(CC(=O)Nc1ccccc1Br)Cc1nc2ccccc2c(=O)[nH]1	-4	.	.	.	.	.	2	14
CC(C)(C)OC(=O)N1CCCC1C(=O)N1CCCC1C(=O)N1CCCC1C(=O)O (centres undefined)	-1	.	.	.	.	.	30	8
Cc1cc(C)cc(Nc2nc3ccccc3c(=O)[nH]2)c1	1	.	.	.	.	.	13	-5
Cc1ccc(C)c(Nc2c([N+](=O)[O-])cc(C(=O)N3CC(=O)Nc4ccccc43)cc2[N+](=O)[O-])c1	-6	.	.	.	.	.	-15	-21
CCCOc1c(Br)cc(/C=N/O)cc1OC	0	.	.	.	.	.	-4	18
O=C1c2ccsc2SCCN1Cc1ccccc1Cl	1	.	.	.	.	.	-10	1
Cc1ccc(C)c(C(=O)Cn2ncc(Cl)c(Cl)c2=O)c1	-33	.	.	.	.	.	-485	-20
